rCAG binder: molecules binding r(CAG) RNA repeats; hit rate 1.3% among 370,000; AID 651821; r(CAG) RNA repeat, TO-PRO-1 dye displacement fluorescence; inhibition, % at 3 µM;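 active means inhibition above the plate cutoff, the mean of all test compounds on that plate plus 3 SD, cut at about 35% in these data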;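 further: 0% = DMSO alone and 100% = 100 µM mitoxantrone as full dye displacement; higher means more dye released from RNA so lower well fluorescence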
TCR-CD3 inh: human TCR-CD3 binding inhibition | hit rate 0.37% among 360,000 | TAMRA-labeled TCR probe fluorescence, biochemical | AID 651800 | inhibition, % at 9.4 µM; in the data active means inhibition above about 19%;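 further: recombinant mutant TCR 2C K166C tagged with TAMRA read by polarization; 0% = receptor in buffer alone and 100% = receptor with positive control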
NPR1 activator: GC-A (human) enzyme activation | hit rate 0.14% among 370,000 | HEK293 GC-A cells, cGMP TR-FRET, EC30 ANP; 0% at EC30 ANP, 100% saturating ANP | activation, % at 10 µM | AID 1671463; in the data active means activation above about 40%
ABHD4 inh: inhibits mouse alpha/beta hydrolase domain 4; purified mABHD4, FP-Rh probe fluorescence polarization; inhibition, % at 8.92 µM; hit rate 0.54% among 370,000;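 active means inhibition exceeding the mean over every tested compound plus 3 SD, cut at about 30% in these data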;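 further: 0% = plate median of compound wells and 100% = S159A mutant with DMSO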
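Assay system: mABHD4 protein; medium: HEPES pH 7.0, NaCl, Pluronic buffer; dosing: 8.92 µM, single dose; schedule: 45 min + 60 min at 25 °C; signal: FP readout, ex 525 nm / em 598 nm; read-out: normalized percent inhibition of probe labeling; repeats: single replicate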
SIAE inh: blocks human sialic acid acetylesterase | hit rate 0.69% among 370,000 | SIAE FP-Rh probe binding, fluorescence polarization | Q9HAT2 | inhibition, % at 9.66 µM | AID 1053197;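 active means inhibition above a cutoff: mean of compounds within the control limits plus 3 SD of those, cut at about 17% in these data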;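 further: 0% = plate median of compound wells and 100% = probe without SIAE protein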
Target sequence (Q9HAT2 whole entry, looked up): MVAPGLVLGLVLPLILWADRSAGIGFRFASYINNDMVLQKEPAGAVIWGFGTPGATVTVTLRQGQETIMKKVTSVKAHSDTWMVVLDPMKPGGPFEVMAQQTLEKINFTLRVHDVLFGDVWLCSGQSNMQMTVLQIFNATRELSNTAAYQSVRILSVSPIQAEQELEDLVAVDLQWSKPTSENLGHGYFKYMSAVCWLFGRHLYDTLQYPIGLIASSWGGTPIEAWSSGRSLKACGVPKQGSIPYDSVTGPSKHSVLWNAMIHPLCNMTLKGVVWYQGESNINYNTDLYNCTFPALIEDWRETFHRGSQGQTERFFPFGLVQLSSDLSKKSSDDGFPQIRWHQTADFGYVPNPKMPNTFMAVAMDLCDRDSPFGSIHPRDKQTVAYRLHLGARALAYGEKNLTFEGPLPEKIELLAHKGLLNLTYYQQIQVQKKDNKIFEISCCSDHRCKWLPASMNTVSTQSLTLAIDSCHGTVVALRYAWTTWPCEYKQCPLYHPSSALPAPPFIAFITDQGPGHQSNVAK
UHRF1 binding: UHRF1 methyl-DNA binding inhibition. UHRF1 binding to methylated oligo, TR-FRET. inhibition, % at 4.4 µM. Q96T88. hit rate 0.75% among 370,000; in the data active means inhibition above about 21%;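 further: UHRF1 SRA domain binding a hemimethylated CpG hairpin DNA probe; 0% = median of test compound wells and 100% = reference inhibitor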
HTRA1 inhibitor: blocks human HTRA1 serine peptidase; recombinant HTRA1, FP-rhodamine activity-based probe, fluorescence polarization; hit rate 0.5% among 340,000; inhibition, % at 5.96 µM; Q92743; in the data active means inhibition above about 36%;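 further: 0% = enzyme with DMSO and 100% = wells lacking enzyme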
PRMT1 inh: inhibitors of human PRMT1. recombinant PRMT1, activity-based probe fluorescence polarization. hit rate 1.3% among 370,000. inhibition, % at 2.79 µM. AID 652257. Q99873;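 active means inhibition above about 21% made by adding two undisclosed values, limit read from the data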
GC-B act: GC-B (human) receptor activation; HEK293-GC-B cells, CNP EC30, cGMP TR-FRET; 0% at EC30 CNP, 100% saturating CNP; activation, % at 10 µM; hit rate 0.11% among 370,000; AID 1920062;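 active means activation at 10 µM reaching about 35% in either raw or pattern-adjusted values, limit read from the data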
MBD2 DNA inh: MBD2-methylated oligo binding inhibition; Q9UBB5; TR-FRET, MBD2 binding to methylated oligonucleotide; inhibition, % at 4.4 µM; hit rate 0.31% among 370,000; in the data active means inhibition above about 13%
Target sequence (Q9UBB5 whole entry, looked up): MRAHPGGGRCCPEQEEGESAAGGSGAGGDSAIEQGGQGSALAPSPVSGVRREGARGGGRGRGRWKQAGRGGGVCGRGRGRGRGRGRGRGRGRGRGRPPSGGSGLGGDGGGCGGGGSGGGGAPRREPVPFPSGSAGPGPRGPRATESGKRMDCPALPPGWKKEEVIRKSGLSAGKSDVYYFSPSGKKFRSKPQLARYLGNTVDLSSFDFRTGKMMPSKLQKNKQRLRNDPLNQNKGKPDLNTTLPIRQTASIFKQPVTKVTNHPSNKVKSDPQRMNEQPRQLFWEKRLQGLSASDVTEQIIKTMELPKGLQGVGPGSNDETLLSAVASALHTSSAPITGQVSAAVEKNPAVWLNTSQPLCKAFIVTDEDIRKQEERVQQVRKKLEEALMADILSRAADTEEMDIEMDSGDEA
* = called active by the depositor. This is a subset; rates above refer to the full screens.

For Oc1ccc(Cc2ccccc2)c2cccnc12 the results were rCAG binder 4, TCR-CD3 inh 1, NPR1 activator 6, ABHD4 inh 19, SIAE inh 10, UHRF1 binding -3, PRMT1 inh 1, GC-B act 2 and MBD2 DNA inh -1.
For CCOc1ccc(NS(=O)(=O)c2ccc(OCC)c3ncccc23)cc1 the results were rCAG binder 3, TCR-CD3 inh 5, NPR1 activator -2, ABHD4 inh -5, SIAE inh 4, UHRF1 binding -3, HTRA1 inhibitor -4, PRMT1 inh -3, GC-B act -7 and MBD2 DNA inh 1.
`CC(=O)c1c(C)[nH]c(C(=O)/C(C#N)=C/c2cccc(C)c2)c1C` gave rCAG binder 19, TCR-CD3 inh -2, NPR1 activator 5, ABHD4 inh 3, SIAE inh -2, UHRF1 binding 0, HTRA1 inhibitor -20, PRMT1 inh 2, GC-B act 0 and MBD2 DNA inh 0.
CCN1CCN(S(=O)(=O)c2ccc(-c3cc(C)no3)s2)CC1 was read as rCAG binder -3, TCR-CD3 inh 8, NPR1 activator 3, ABHD4 inh -1, SIAE inh -4, UHRF1 binding 0, HTRA1 inhibitor 0, PRMT1 inh -3, GC-B act 2 and MBD2 DNA inh 4.
CC1=NN(C(=O)c2ccoc2C)C(O)(C(F)(F)F)C1 (stereo not given) was read as rCAG binder -3, TCR-CD3 inh 2, NPR1 activator 1, ABHD4 inh -2, SIAE inh -2, UHRF1 binding -3, HTRA1 inhibitor 2, PRMT1 inh -4, GC-B act 2 and MBD2 DNA inh -3.
For Cc1ccc2nc(NC(=O)c3cc(-c4ccco4)nc4ccccc34)sc2c1 the results were rCAG binder 15, TCR-CD3 inh 1, NPR1 activator 0, ABHD4 inh -8, SIAE inh -7, UHRF1 binding -4, HTRA1 inhibitor -7, PRMT1 inh -4, GC-B act -9 and MBD2 DNA inh -3.
`COc1ccc(S(=O)(=O)N2CCCCCC2)cc1C(=O)N(C)CC(=O)Nc1ccccc1Cl` gave rCAG binder -4, TCR-CD3 inh 5, NPR1 activator -2, ABHD4 inh 3, SIAE inh -5, UHRF1 binding -1, HTRA1 inhibitor 1, PRMT1 inh -4, GC-B act 2 and MBD2 DNA inh -7.
CC(C(=O)Nc1ccc(Cl)cc1Cl)N1C(=O)NC2(CCCC2)C1=O (stereo not given) was read as rCAG binder 0, TCR-CD3 inh 4, NPR1 activator 3, ABHD4 inh 4, SIAE inh 4, UHRF1 binding -1, HTRA1 inhibitor -3, PRMT1 inh 0, GC-B act 9 and MBD2 DNA inh 2.
Screening CCOc1cc(CNc2ccccc2)cc(Br)c1OCC(=O)NC(C)(C)C returned rCAG binder -5, TCR-CD3 inh 1, NPR1 activator -4, ABHD4 inh 5, SIAE inh 15, UHRF1 binding -1, HTRA1 inhibitor -19, PRMT1 inh -2, GC-B act 6 and MBD2 DNA inh 1.
For O=C(Cn1ccc2ccccc2c1=O)NCC1COc2ccccc2O1 (stereo not given) the results were rCAG binder 0, TCR-CD3 inh -3, NPR1 activator -1, ABHD4 inh -13, SIAE inh -6, UHRF1 binding 9, HTRA1 inhibitor 1, PRMT1 inh 5, GC-B act 6 and MBD2 DNA inh 4.
`O=C(CN1CCOCC1)Nc1nc2ccc(Br)cc2s1` gave rCAG binder -2, TCR-CD3 inh -3, NPR1 activator 26, ABHD4 inh -4, SIAE inh 5, UHRF1 binding -2, HTRA1 inhibitor -9, PRMT1 inh 39*, GC-B act -6 and MBD2 DNA inh -2.
Screening O=C(COC(=O)c1cccnc1Nc1ccccc1F)NCc1ccc2c(c1)OCO2 returned rCAG binder 2, TCR-CD3 inh 1, NPR1 activator 1, ABHD4 inh -4, SIAE inh -4, UHRF1 binding 1, HTRA1 inhibitor -5, PRMT1 inh 0, GC-B act -6 and MBD2 DNA inh 3.
For C/C(=N/NC(=O)c1cc(-c2cccc([N+](=O)[O-])c2)n[nH]1)c1ccc(Cl)cc1 the results were rCAG binder 2, TCR-CD3 inh -2, NPR1 activator 11, ABHD4 inh -1, SIAE inh -3, UHRF1 binding 2, HTRA1 inhibitor -2, PRMT1 inh 0, GC-B act -2 and MBD2 DNA inh 0.
For Brc1c(CSc2nncn2-c2ccccc2)nc2ncccn12 the results were rCAG binder -3, TCR-CD3 inh 6, NPR1 activator 2, ABHD4 inh 0, SIAE inh 1, UHRF1 binding 1, HTRA1 inhibitor 6, PRMT1 inh -1, GC-B act 7 and MBD2 DNA inh -8.
For CN(CCO)c1cc(N(C)CCO)c([N+](=O)[O-])cc1[N+](=O)[O-] the results were rCAG binder 7, TCR-CD3 inh -6, NPR1 activator 1, ABHD4 inh 0, SIAE inh 1, UHRF1 binding 2, HTRA1 inhibitor 5, PRMT1 inh 1, GC-B act -1 and MBD2 DNA inh -4.
`O=C(NCC(=O)N1CCN(c2ccccc2O)CC1)c1ccc(Br)o1` gave rCAG binder 2, TCR-CD3 inh -2, NPR1 activator 5, ABHD4 inh 8, SIAE inh 9, UHRF1 binding -1, HTRA1 inhibitor 2, PRMT1 inh 0, GC-B act 1 and MBD2 DNA inh -2.
O=C(Cc1nnc(NC(=O)Nc2ccccc2F)s1)NCc1ccccc1 was read as rCAG binder 7, TCR-CD3 inh 8, NPR1 activator 1, ABHD4 inh 0, SIAE inh -6, UHRF1 binding 0, PRMT1 inh -1, GC-B act 0 and MBD2 DNA inh 1.
Screening COc1ccc(S(=O)(=O)NCC(c2cccnc2)N2CCN(Cc3ccccc3)CC2)cc1C (stereo not given) returned rCAG binder -6, TCR-CD3 inh 6, NPR1 activator -1, ABHD4 inh 4, SIAE inh 2, UHRF1 binding -3, HTRA1 inhibitor -2, PRMT1 inh -2, GC-B act -2 and MBD2 DNA inh -2.
Screening CC(CN1CCCC1)OC(=O)Cc1ccc(Cl)cc1 (stereo not given) returned rCAG binder -3, TCR-CD3 inh -4, NPR1 activator -2, ABHD4 inh 3, SIAE inh -1, UHRF1 binding 4, HTRA1 inhibitor 4, PRMT1 inh 2, GC-B act -3 and MBD2 DNA inh 0.
For CCOc1ccc(NC(=O)c2cccc3c2C(=O)N(Cc2cccnc2)C3)cc1 the results were rCAG binder 1, TCR-CD3 inh 0, NPR1 activator 6, ABHD4 inh 2, SIAE inh 6, UHRF1 binding -3, HTRA1 inhibitor -6, PRMT1 inh -2, GC-B act -8 and MBD2 DNA inh 0.

6 records drawn at random from those above, as already listed:
O=C(Cc1nnc(NC(=O)Nc2ccccc2F)s1)NCc1ccccc1 was read as rCAG binder 7, TCR-CD3 inh 8, NPR1 activator 1, ABHD4 inh 0, SIAE inh -6, UHRF1 binding 0, PRMT1 inh -1, GC-B act 0 and MBD2 DNA inh 1.
`O=C(NCC(=O)N1CCN(c2ccccc2O)CC1)c1ccc(Br)o1` gave rCAG binder 2, TCR-CD3 inh -2, NPR1 activator 5, ABHD4 inh 8, SIAE inh 9, UHRF1 binding -1, HTRA1 inhibitor 2, PRMT1 inh 0, GC-B act 1 and MBD2 DNA inh -2.
CCN1CCN(S(=O)(=O)c2ccc(-c3cc(C)no3)s2)CC1 was read as rCAG binder -3, TCR-CD3 inh 8, NPR1 activator 3, ABHD4 inh -1, SIAE inh -4, UHRF1 binding 0, HTRA1 inhibitor 0, PRMT1 inh -3, GC-B act 2 and MBD2 DNA inh 4.
`COc1ccc(S(=O)(=O)N2CCCCCC2)cc1C(=O)N(C)CC(=O)Nc1ccccc1Cl` gave rCAG binder -4, TCR-CD3 inh 5, NPR1 activator -2, ABHD4 inh 3, SIAE inh -5, UHRF1 binding -1, HTRA1 inhibitor 1, PRMT1 inh -4, GC-B act 2 and MBD2 DNA inh -7.
For Oc1ccc(Cc2ccccc2)c2cccnc12 the results were rCAG binder 4, TCR-CD3 inh 1, NPR1 activator 6, ABHD4 inh 19, SIAE inh 10, UHRF1 binding -3, PRMT1 inh 1, GC-B act 2 and MBD2 DNA inh -1.
For Brc1c(CSc2nncn2-c2ccccc2)nc2ncccn12 the results were rCAG binder -3, TCR-CD3 inh 6, NPR1 activator 2, ABHD4 inh 0, SIAE inh 1, UHRF1 binding 1, HTRA1 inhibitor 6, PRMT1 inh -1, GC-B act 7 and MBD2 DNA inh -8.

Later entries
CCCCCC(=O)Nc1nc(C)c(-c2csc(Nc3cc(Cl)ccc3C)n2)s1 was read as rCAG binder 30, TCR-CD3 inh -5, NPR1 activator 0, ABHD4 inh 15, SIAE inh 4, UHRF1 binding -3, HTRA1 inhibitor 19, PRMT1 inh 1, GC-B act 3 and MBD2 DNA inh 0.
CC[C@H](C)[C@H](NC(N)=O)C(=O)NNC(=O)c1ccc(COc2cccc3cccnc23)cc1 was read as rCAG binder 3, TCR-CD3 inh 10, NPR1 activator -2, ABHD4 inh 7, SIAE inh 6, UHRF1 binding -8, HTRA1 inhibitor 16, PRMT1 inh 1, GC-B act 2 and MBD2 DNA inh -2.
Screening COC(=O)C1=C(C)N(Cc2ccccc2)C(=O)/C1=C\c1ccco1 returned rCAG binder 14, TCR-CD3 inh 4, NPR1 activator -2, ABHD4 inh 1, SIAE inh 6, UHRF1 binding 1, HTRA1 inhibitor 4, PRMT1 inh 6, GC-B act -2 and MBD2 DNA inh 0.
Screening COc1cccc(-c2nc(CS(=O)CC(=O)NC3CC3)c(C)o2)c1 (stereo not given) returned rCAG binder 4, TCR-CD3 inh -1, NPR1 activator -1, ABHD4 inh -4, SIAE inh -2, UHRF1 binding 0, HTRA1 inhibitor -1, PRMT1 inh 2, GC-B act 4 and MBD2 DNA inh -3.
Screening Cc1onc(-c2ccccc2)c1-c1nc2ccccc2c(=O)o1 returned rCAG binder 3, TCR-CD3 inh -5, NPR1 activator -6, ABHD4 inh -23, SIAE inh -8, UHRF1 binding 3, HTRA1 inhibitor -53, PRMT1 inh 3, GC-B act -5 and MBD2 DNA inh 3.
`CC(C)C(=O)NC(=O)COC(=O)/C=C/c1cccs1` gave rCAG binder -5, TCR-CD3 inh -8, NPR1 activator 2, ABHD4 inh -4, SIAE inh -6, UHRF1 binding 2, HTRA1 inhibitor 9, PRMT1 inh 1, GC-B act -1 and MBD2 DNA inh 1.
Screening O=c1cc(-c2ccccc2)nc2nc(-c3ccco3)[nH]n12 returned rCAG binder 1, TCR-CD3 inh -3, NPR1 activator 2, ABHD4 inh 9, SIAE inh 1, UHRF1 binding 2, HTRA1 inhibitor -15, PRMT1 inh 4, GC-B act -3 and MBD2 DNA inh 3.
CCOC(=O)CSc1nnc(C)c(C)n1 was read as rCAG binder 1, TCR-CD3 inh -6, NPR1 activator 0, ABHD4 inh 3, SIAE inh 1, UHRF1 binding 2, HTRA1 inhibitor 2, PRMT1 inh 5, GC-B act 1 and MBD2 DNA inh 0.
`COc1cccc(NC(=O)N2CCCC(C(=O)NCc3ccc(F)cc3)C2)c1` (stereo not given) gave rCAG binder -6, TCR-CD3 inh 0, NPR1 activator 0, ABHD4 inh -2, SIAE inh 8, UHRF1 binding -1, HTRA1 inhibitor 1, PRMT1 inh 2, GC-B act 5 and MBD2 DNA inh -2.
Screening CSC1=NCCN1C(=O)Cc1ccc(F)cc1 returned rCAG binder -1, TCR-CD3 inh -4, NPR1 activator 6, ABHD4 inh 2, SIAE inh 0, UHRF1 binding 0, HTRA1 inhibitor -9, PRMT1 inh 7, GC-B act 2 and MBD2 DNA inh 3.
